Pf apPOL block = Pf-apPOL inhibitors, biochemical, fluorescence; Plasmodium falciparum apicoplast DNA polymerase (apPOL); Recombinant Pf-apPOL, molecular beacon fluorescence, 1.5 h; inhibition, % at 10 µM; 210,000 tested, 0.25% active
mHTT-CaM PPI inh = mutant huntingtin-calmodulin interaction inhibitors – biochemical, AlphaScreen, primary screen; P42858; AlphaScreen His-mHTT/GST-CaM binding, luminescence; inhibition, % at 15 µM; 190,000 tested, 3.6% active;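 further: 0% = both proteins with DMSO and 100% = one protein alone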
Target sequence (P42858 whole entry, looked up, stated change not applied): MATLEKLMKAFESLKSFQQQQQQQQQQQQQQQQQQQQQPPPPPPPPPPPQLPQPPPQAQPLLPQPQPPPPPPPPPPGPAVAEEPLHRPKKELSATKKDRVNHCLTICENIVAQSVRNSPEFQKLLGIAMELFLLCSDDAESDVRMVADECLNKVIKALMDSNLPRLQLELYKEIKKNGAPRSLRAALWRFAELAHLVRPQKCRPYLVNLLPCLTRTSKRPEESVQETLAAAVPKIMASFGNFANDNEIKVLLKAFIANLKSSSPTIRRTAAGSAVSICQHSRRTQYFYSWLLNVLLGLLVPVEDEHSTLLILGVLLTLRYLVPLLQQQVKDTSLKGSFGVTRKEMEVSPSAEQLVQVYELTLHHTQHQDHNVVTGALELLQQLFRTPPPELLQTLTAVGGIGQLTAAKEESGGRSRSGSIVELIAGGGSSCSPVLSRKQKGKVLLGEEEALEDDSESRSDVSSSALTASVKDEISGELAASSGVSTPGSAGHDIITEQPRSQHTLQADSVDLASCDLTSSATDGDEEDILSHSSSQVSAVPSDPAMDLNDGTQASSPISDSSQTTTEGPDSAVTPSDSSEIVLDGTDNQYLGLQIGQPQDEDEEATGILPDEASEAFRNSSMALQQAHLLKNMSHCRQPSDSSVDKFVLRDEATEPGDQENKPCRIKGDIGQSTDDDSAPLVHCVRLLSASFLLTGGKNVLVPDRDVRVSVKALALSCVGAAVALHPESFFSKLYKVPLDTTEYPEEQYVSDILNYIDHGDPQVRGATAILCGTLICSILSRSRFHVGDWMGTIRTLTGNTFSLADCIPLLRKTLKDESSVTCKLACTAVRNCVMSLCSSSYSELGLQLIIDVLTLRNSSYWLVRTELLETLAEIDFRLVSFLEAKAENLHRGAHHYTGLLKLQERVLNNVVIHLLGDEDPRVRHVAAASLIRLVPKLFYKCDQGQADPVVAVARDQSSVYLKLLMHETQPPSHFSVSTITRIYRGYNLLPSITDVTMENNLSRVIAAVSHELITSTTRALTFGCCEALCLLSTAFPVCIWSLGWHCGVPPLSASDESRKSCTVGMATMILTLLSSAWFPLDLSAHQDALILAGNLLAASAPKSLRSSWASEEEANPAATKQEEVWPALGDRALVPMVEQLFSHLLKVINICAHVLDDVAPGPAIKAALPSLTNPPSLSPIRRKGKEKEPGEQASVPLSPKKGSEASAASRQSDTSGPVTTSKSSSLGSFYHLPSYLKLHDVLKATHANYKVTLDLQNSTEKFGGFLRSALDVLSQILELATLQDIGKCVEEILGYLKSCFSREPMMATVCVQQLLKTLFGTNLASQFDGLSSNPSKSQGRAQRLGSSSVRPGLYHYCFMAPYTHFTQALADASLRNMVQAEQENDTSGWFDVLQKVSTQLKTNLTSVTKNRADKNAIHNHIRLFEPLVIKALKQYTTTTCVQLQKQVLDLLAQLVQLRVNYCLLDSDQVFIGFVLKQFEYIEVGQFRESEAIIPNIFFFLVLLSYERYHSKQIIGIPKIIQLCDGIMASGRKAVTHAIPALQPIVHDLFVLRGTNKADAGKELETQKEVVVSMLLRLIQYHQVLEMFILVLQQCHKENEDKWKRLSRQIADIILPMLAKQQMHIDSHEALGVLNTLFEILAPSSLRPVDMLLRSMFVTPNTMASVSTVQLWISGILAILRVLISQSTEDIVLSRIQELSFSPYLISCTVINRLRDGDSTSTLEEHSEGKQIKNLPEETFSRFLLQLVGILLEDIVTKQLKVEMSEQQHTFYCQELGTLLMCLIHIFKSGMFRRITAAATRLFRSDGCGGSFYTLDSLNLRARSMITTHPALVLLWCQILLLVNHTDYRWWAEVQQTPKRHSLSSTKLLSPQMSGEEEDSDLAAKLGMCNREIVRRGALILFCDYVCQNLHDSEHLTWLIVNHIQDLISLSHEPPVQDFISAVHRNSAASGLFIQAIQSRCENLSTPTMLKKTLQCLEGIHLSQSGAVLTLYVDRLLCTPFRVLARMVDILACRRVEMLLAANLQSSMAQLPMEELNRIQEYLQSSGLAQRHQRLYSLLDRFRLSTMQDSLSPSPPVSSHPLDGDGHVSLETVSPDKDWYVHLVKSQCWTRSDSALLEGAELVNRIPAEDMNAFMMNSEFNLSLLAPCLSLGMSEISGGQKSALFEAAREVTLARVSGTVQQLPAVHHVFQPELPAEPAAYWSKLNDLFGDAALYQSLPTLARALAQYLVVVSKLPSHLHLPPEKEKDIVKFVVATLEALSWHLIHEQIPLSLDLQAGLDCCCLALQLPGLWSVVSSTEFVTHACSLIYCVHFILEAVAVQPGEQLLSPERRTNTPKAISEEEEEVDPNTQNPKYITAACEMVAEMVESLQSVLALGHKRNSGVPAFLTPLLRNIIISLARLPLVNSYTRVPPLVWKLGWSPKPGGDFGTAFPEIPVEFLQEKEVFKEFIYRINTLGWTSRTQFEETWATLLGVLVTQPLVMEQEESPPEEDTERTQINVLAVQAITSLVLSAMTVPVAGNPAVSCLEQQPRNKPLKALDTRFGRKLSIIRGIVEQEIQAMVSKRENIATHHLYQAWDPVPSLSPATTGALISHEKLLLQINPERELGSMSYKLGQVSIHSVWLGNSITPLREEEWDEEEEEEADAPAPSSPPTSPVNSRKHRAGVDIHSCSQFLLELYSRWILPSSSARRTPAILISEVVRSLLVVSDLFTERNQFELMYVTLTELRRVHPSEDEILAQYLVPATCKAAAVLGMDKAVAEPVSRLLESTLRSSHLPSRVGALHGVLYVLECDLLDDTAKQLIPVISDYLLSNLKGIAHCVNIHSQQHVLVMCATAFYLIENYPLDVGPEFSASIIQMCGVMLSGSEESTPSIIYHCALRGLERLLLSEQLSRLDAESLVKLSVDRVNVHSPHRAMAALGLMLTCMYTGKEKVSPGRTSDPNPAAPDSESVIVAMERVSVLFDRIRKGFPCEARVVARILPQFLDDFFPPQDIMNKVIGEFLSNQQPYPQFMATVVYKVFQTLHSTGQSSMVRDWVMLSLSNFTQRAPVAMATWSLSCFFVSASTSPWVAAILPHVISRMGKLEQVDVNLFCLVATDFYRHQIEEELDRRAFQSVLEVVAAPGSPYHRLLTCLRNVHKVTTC
* marks the source's active call; other numbers are inactive results; . = not tested or not shown; & = joins results of further samples. No stated cut-off is given here; in the data, active means inhibition above about 50%; inactive means the rest. This is a subset; rates above refer to the full screens.

mol	mHTT-CaM PPI inh	Pf apPOL block
OCCNc1ncnc2sc3c(c12)CCCCC3	1	10
COc1ccccc1CC(=O)N1CCCC1c1cccc(C)c1 (stereo not given)	4	2
CCOc1sc2nc(C)n(CC(=O)Nc3ccc(N(C)C)cc3)c(=O)c2c1C	7	-3
CCOc1cccc(OCCCCn2cnc3ccccc3c2=O)c1	-6	-3
Cc1ccc(NS(C)(=O)=O)c(C)c1	-7	4
CCOC(=O)c1ccc(NC(=O)C2CCCN(c3nnc4c(Cl)cccn34)C2)cc1 (stereo not given)	16	-1
Cn1nc(-c2nc(Cc3ccccc3)no2)c2c1CCN(C(=O)c1ccc(F)c(F)c1)C2	-2	-3
COc1ccc(C(=O)N2CCN(c3ccc(Cl)cc3Cl)C(=O)C2C)cc1 (stereo not given)	3	-7
c1cnc(-c2noc(C3CCCCN3CC3CC3)n2)cn1 (stereo not given)	27	-6
O=C1NC(=O)N(Cc2ccc(F)cc2)C(=O)/C1=C\c1cc2c(cc1[N+](=O)[O-])OCO2	67*	3
CN(CCNC(=O)c1ccc2c(c1)NC(=O)C(N1CCOCC1)S2)Cc1ccccc1 (stereo not given)	-1	-19
O=C(NCc1ccc(F)c(Cl)c1)C1CCN(c2cnc3nccnc3c2)CC1	-9	-8
CCOc1ccc(NS(=O)(=O)c2cc(Br)cc3c2N(C(=O)C2CC2)CC3)cc1	-1	-4
CN1CCN(C(=O)C2c3ccccc3CC(=O)N2Cc2ccccc2)CC1 (stereo not given)	-3	-4
O=C(Nc1c(Cl)cccc1Cl)c1cc(-c2ccc(F)cc2)on1	2	-5
COC(=O)c1cc(OC)c(OC)cc1NC(=O)c1ccc2c(c1)OCCO2	-3	-5
O=C(NCCCCCCNC(=O)c1cccnc1)c1cccnc1	-2	-1
CCc1cc(C2CCCN2Cc2cc(Br)ccc2O)on1 (stereo not given)	-25	-4
COc1ccc(CN2CCCCC2c2cccnc2)c(OC)c1C (stereo not given)	13	5
Cc1ncsc1CN1CCCCC1c1nncn1Cc1ccccc1 (stereo not given)	8	1
Cc1ncc(CO)c2cc(C(=O)Nc3cccc(Cl)c3Cl)c(=Nc3ccccc3)oc12	-4	-4
Cc1cccc(N2C(=O)CC(N3CCN(c4ccccn4)CC3)C2=O)c1 (stereo not given)	-6	3
CCOc1nnc(-c2ccc(C)cc2)c2ccccc12	-11	3
CCOc1ccc(C2=Nn3c(CC)nnc3SC2)cc1	8	-2
O=C(NCc1ccccc1F)c1cc2n(n1)C(C(F)(F)F)CC(c1ccco1)N2 (stereo not given)	-3	-3
O=C(O)CNC(=O)c1cccc(Br)c1	-9	-3
CCc1cc(C(=O)NCc2ccccc2)nc2ccnn12	-18	-1
O=C(CCc1nc(-c2ccc(Cl)cc2)no1)NNC(=S)NCCc1ccccc1	.	-17
COc1nccc(Nc2ccccc2)c1C#N	-4	-1
CC1C(=O)N(c2ccccc2Cl)CCN1C(=O)c1cccs1 (stereo not given)	-5	0
Cc1oc(C2CCN(C(=O)c3ccc(C(C)C)cc3)CC2)nc1C(=O)N1CCCCC1	39	-2
C=CCn1cnc2c1c(=O)n(C1CC1)c(=O)n2-c1ccccc1	-4	2
CC(=O)Nc1ccc(C(=O)NCC2CCCO2)c(N2CCCCC2)c1 (stereo not given)	0	-8
COc1ccc(-c2onc(C)c2-c2ccc3c(c2)OCCCO3)c(O)c1	6	-10
CCCn1c(C2CCN(C(=O)c3ccc(F)cc3)C2)nc2cccnc21 (stereo not given)	2	-5
Cn1nnnc1SCc1nc2ccccc2[nH]1	-2	-5
O=C(O)c1nccnc1C(=O)Nc1cc(C(F)(F)F)ccc1N1CCCC1	.	6
Cc1ccc(C(=O)N2CCCC2COc2ccc(C(=O)NC(C)C)cc2)cc1F (stereo not given)	3	0
O=C(Nc1cccc(C(F)(F)F)c1)OCCN1CCN(Cc2ccccc2)CCC1=O	9&3	0&-6
Cc1ccc(C2=N/C(=C\c3cccnc3)C(=O)O2)cc1[N+](=O)[O-]	3	-1
Cc1ccc(-c2nc3ncccc3o2)cc1NC(=O)c1ccc(Cl)c([N+](=O)[O-])c1	3	2
O=c1cc(-c2cc(Br)cc3c2OCOC3)oc2ccccc12	2	7
Cc1ccc([C@H]2C[C@H](O)[C@@H](n3cc(COC(=O)c4ccccc4)nn3)CN2C(=O)c2cccs2)cc1	17	-3
Cc1noc(C)c1S(=O)(=O)N1CCC(C(C)C(=O)NCCN(C)C)CC1 (stereo not given)	9	-3
O=C(Nc1ccc2c(c1)OCO2)c1ccc2c(c1)C(=O)N(C1CCCCC1)C2=O	8	-1
CCC(=O)NCc1nc2c(n1C)CN(S(=O)(=O)c1ccccc1CC)CC2	11	-4
O=C(CSc1nnc(-c2ccc(Cl)s2)o1)Nc1ccc(C(F)(F)F)cc1	-3	1
COc1ccc(C(=O)Nc2ccc(O)c(-c3nc4cc(C)c(C)cc4o3)c2)cc1[N+](=O)[O-]	-4	2

Entries shown so far with an aryl methoxy group, in the order listed:
mol	mHTT-CaM PPI inh	Pf apPOL block
COc1ccccc1CC(=O)N1CCCC1c1cccc(C)c1 (stereo not given)	4	2
COc1ccc(C(=O)N2CCN(c3ccc(Cl)cc3Cl)C(=O)C2C)cc1 (stereo not given)	3	-7
COC(=O)c1cc(OC)c(OC)cc1NC(=O)c1ccc2c(c1)OCCO2	-3	-5
COc1ccc(CN2CCCCC2c2cccnc2)c(OC)c1C (stereo not given)	13	5
COc1nccc(Nc2ccccc2)c1C#N	-4	-1
COc1ccc(-c2onc(C)c2-c2ccc3c(c2)OCCCO3)c(O)c1	6	-10
COc1ccc(C(=O)Nc2ccc(O)c(-c3nc4cc(C)c(C)cc4o3)c2)cc1[N+](=O)[O-]	-4	2

Next section.
mol	mHTT-CaM PPI inh	Pf apPOL block
CN(C)Cc1cc(C=NC2CCCCC2)c(S)s1	17	.
NC(=NOC(=O)c1ccc(Cl)cc1)c1ccc(Oc2ccc(Cl)cc2)nc1	.	2
CCc1nc(-c2ccc(-n3ccc(C(=O)NCc4ccc(F)c(Cl)c4)n3)cc2)no1	-4	-9
Cc1cc(NC(=O)NC(=O)c2ccc(F)cc2F)n[nH]1	-2	-5
O=C(Cn1nc(N2CCCC2)c2ccccc2c1=O)Nc1cccc(Cl)c1	-5	-1
Cc1ccc(-c2c(C(=O)NCc3ccncc3)nc3ccccn23)cc1	2	-1
CCC(=O)c1ccccc1NC(=O)c1ccccc1Br	-9	-10
O=C(CSc1nc(-c2ccccc2)cs1)NCc1ccco1	-4	-9
O=C(Nc1cccc2c1CCCC2)c1ccncc1	-1	4
COc1cc2c(cc1OC)CN(C(=O)c1cc(-c3ccc(F)cc3)nn1C)CC2	2	-11
O=C(Nc1cccc(NC(=O)c2cc(F)c(F)cc2Cl)c1)c1cccs1	-2	-4
C=CCN1C(=O)C2(c3ccccc31)C1CCCC=C1C(C#N)=C(N)C2(C#N)C#N (stereo not given)	48	6
CCC1CCC(N2CCN(c3ncccn3)CC2)CC1 (stereo not given)	-6	-4
COc1ccc(C2C(C(=O)Nc3ccccc3)=C(C)Nc3ncnn32)cc1OC (stereo not given)	-2	4
CN(Cc1ccccc1)Cc1ccccc1O	-4	-1
CCOc1nccnc1N1CCC(N(C)C(=O)c2cccs2)C1 (stereo not given)	16	5
O=C(NCc1ccccc1)c1nn2c(c1Br)NC(c1ccccc1)CC2C(F)(F)F (stereo not given)	7	-5
Cc1noc(-c2nn(C)c3c2CN(C(=O)NCc2ccc(F)cc2)CC3)n1	1	-7
Cc1nnc(-c2cccn2CC(=O)NCc2ccc(Cl)cc2)o1	2	-2
O=C(CCC(=O)N1CC2CCCN2c2ccccc21)NCCN1CCOCC1 (stereo not given)	6	-1
CS(=O)(=O)N1CCC(C(=O)NCC2(O)CCc3ccccc32)CC1 (stereo not given)	-7	-6
CC(C)S(=O)(=O)c1ccc(CC(=O)NCC(O)c2ccc(C(F)(F)F)cc2)cc1 (stereo not given)	-4	-5
Cc1ccc2c(Cl)c(C(=O)N3CCCCC3)sc2c1	15	6
COc1ccccc1NC(=O)N1CCc2[nH]c3ccc(F)cc3c2C1	37	-1

Part of the list above, with two lines to a compound:
Sequence of screens: mHTT-CaM PPI inh | Pf apPOL block
- CN(Cc1ccccc1)Cc1ccccc1O
 : -4 | -1
- CC(C)S(=O)(=O)c1ccc(CC(=O)NCC(O)c2ccc(C(F)(F)F)cc2)cc1 (stereo not given)
 : -4 | -5
- Cc1ccc2c(Cl)c(C(=O)N3CCCCC3)sc2c1
 : 15 | 6

The list continues.
mol	mHTT-CaM PPI inh	Pf apPOL block
COc1cccc(C(=O)N2CCN(C(=O)COc3ccc(C)cc3)CC2)c1OC	3	-5
Nc1nonc1-c1noc(-c2cc(F)c(F)cc2Cl)n1	-3&-3	-1
Cc1cc(N2CCC(C(=O)N(C)Cc3ccccc3)C2=O)ccc1Cl (stereo not given)	12	-1
CCCCC(=O)Nc1nnc(C2CC(=O)N(c3ccc(OCC)cc3)C2)o1 (stereo not given)	8	-12
Cc1ccccc1NC(=O)CC#N	.	0&-2
CCN1C(=O)c2ccccc2Sc2ccc(C(=O)NC3CCCCC3C)cc21 (stereo not given)	-4	-16
O=S(=O)(c1ccc(F)cc1F)N1CCC(c2noc(-c3ccc(F)cc3)n2)CC1	-8	-1
COc1ccccc1Oc1ccc2c(c1)C(=O)N(c1cccc3ncccc13)C2=O	75*	-5
COc1ccc(C(C(C)=O)C(C)=O)c(C(=O)O)c1	.	-4
N#CCCN(CCC#N)c1ccncc1	-5	.
CCCC1=NN(S(=O)(=O)c2ccc(C)cc2)C(O)(C(F)(F)F)C1 (stereo not given)	-3	-6
CCc1ccc(-c2nc3cc(NS(=O)(=O)c4ccccc4)ccc3o2)cc1	7	13
COc1ccc(S(=O)(=O)N2CCC(C(=O)NC(C)c3ccccc3)CC2)cc1OC (stereo not given)	12	-8
COc1ccccc1C1CC(=O)Oc2cc(C)c(Cl)c(C)c21 (stereo not given)	1	-2
COc1ccc(S(=O)(=O)N(C)C2CCCCC2)cc1	-14	-1
COC(=O)c1cc2sccc2s1	.	-2
CCOCCCNS(=O)(=O)c1cc(OC)ccc1OC	-1	-2
COc1ccc(OC)c(NC(=O)C2CN(S(=O)(=O)C3CC3)CC23CCCCC3)c1 (stereo not given)	15	-2
CC(C)(C1=CC(=O)c2ccccc2C1=O)C1OCC2(CO1)CC1C=CC2C1 (stereo not given)	53*	.
O=C1CC(c2nc(-c3cccs3)no2)CN1Cc1ccco1 (stereo not given)	-12	-1
Cc1ccccc1C(=O)N1CCCC(c2nc(CCNC(=O)C(C)C)cs2)C1 (stereo not given)	-1	0
CCOc1ccc(C(=O)Nc2cccc(-c3nc4cc(C)ccc4o3)c2C)cc1[N+](=O)[O-]	-1	-4
CN(CC(=O)Nc1ccc(Br)cc1F)S(=O)(=O)c1cccs1	1	-7
O=C(O)C1CCN(c2ccc(C(F)(F)F)cc2[N+](=O)[O-])CC1	5	4
CCN1CCn2cc(S(=O)(=O)NCc3ccc(F)c(Cl)c3)cc2C1=O	-2	-4
Cc1nc2nc(SCc3cc(=O)n4c(C)cccc4n3)nn2c(C)c1Cc1ccccc1	32	-5
COc1ccc(Br)cc1C1C2=C(CC(C)(C)CC2=O)Nc2nc(SC)nn21 (stereo not given)	24	-4
O=C(NC1CC(O)C(CO)C1)c1cc(Cl)ccc1Cl (stereo not given)	-11	-2
Cn1c(=O)c2c(nc([N+](=O)[O-])n2Cc2ccc(F)cc2)n(C)c1=O	8	-1
Cc1nc(Oc2ccc(Cl)cc2)c(C(N)=O)c(C)c1Cl	-9	-1
O=C(Nc1ccc(-c2nc3ccccc3[nH]2)cc1)c1ccccc1[N+](=O)[O-]	30	-21
Cc1nc2c(c(=O)n1CC(=O)NCc1ccccc1)CCN(Cc1ccccc1)C2	-11	-5
COCc1cc(C)nc2sc(C(=O)O)c(-n3cccc3)c12	-3	-7
O=C(CS(=O)(=O)c1ccc(F)cc1)Nc1cccc2ccccc12	-22	-10
COc1ccc(-c2cc3nc4c(c(=O)n3[nH]2)CN(C(=O)c2ccsc2)CC4)cc1	2	3
CCC(C)C1=NS(=O)(=O)c2cc(NC(C)=O)ccc2N1c1ccccc1 (stereo not given)	8	-3
CCCCOc1ccc(N2CC(C(=O)NCCc3ccc(OC)c(OC)c3)CC2=O)cc1 (stereo not given)	-19	-2
O=C(OCc1cc(-c2cccs2)on1)c1ccc2nsnc2c1	-1	3
O=C(C1CCN(Cc2ccccn2)CC1)N1CCOCC1	-3	-1
CCCN1C(=O)C(Cc2nc3ccccc3c(=O)n2-c2ccccc2)c2ccccc21 (stereo not given)	31	3
O=C(CSc1nnnn1-c1ccc(C(=O)O)cc1)Nc1ccccc1	-1	-9
Cc1c(-c2csc(NC(=O)c3ccc(Cl)cc3)n2)sc2ccc(Cl)cc12	.	-6
Cc1ccc(Cl)cc1NC(=O)CN1CCN(c2ccc(F)cc2)CC1	-1	-5
O=C(Nc1ccc(Br)cc1)c1cc(S(=O)(=O)NCCc2ccccc2)ccc1F	7	-3
CCNC(=O)c1cc2c(=O)n3cccc(C)c3nc2n(C(C)CC)c1=N (stereo not given)	-6	-7
CC(C)(C)c1nnc(NC(=O)c2ccccc2F)s1	4	-4

Screening data from PubChem BioAssay.
